From PubChem BioAssay
AT treatment: potential ataxia-telangiectasia treatments restoring KAP-1 phosphorylation | […] A-T fibroblasts, KAP-1 phosphorylation AlphaLISA; neocarzinostatin DNA damage 30 min before lysis | 0.19% of 320,000 active | AID 485349 | Potency, µM (doses to about 57.5 µM), without a hit: top-dose activation, hits mostly activators; further: potency means the concentration at half of the fitted maximal effect; % of control where 0% means no effect; nearly all actives have a fitted effect of over 45% in size
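hTERT-immortalized A-T patient fibroblasts ([…]), 500 cells/well in OPTI-MEM, 1% FBS, got compounds for 60 min, then NCS for 30 min at 37C. Lysates were then assayed for phospho-KAP-1 by AlphaLISA (anti-pKAP1 donor, anti-KAP1 acceptor beads), 6 hr at 25C.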
TSHR antagonist: antagonists of human thyroid stimulating hormone receptor. 0.2% of 330,000 active. activity change, negative = inhibition, % at 11.5 µM. TSHR-expressing cells, TSH-stimulated cAMP HTRF, 2 h; hits give low values;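 active means activity change below a set negative limit, meaning inhibition stronger than a set level, cut at about -70% in these data; inconclusive means activity change between two set negative limits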; further: on the % scale 0 is the no-effect control and ±100 the full control effect
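Competitive HTRF cAMP read-out (cryptate anti-cAMP antibody, cAMP-d2; 30 min, room temperature) in freshly harvested TSHR cells. Compounds added before TSH at EC80 (4nM final), followed by 2 hours' incubation at 37 deg C.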
Tb PFK inh: inhibitors of T. brucei phosphofructokinase | O15648 | T. brucei PFK, ADP-Glo luminescence | Potency, µM (titrated, usually from 57.5 µM), for the others: at the top dose activity, negative = inhibition, usual class: inhibitors | 0.17% of 330,000 active | AID 485367;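 further: potency means the concentration at half of the fitted maximal effect; 0% = uninhibited 1x PFK enzyme wells and -100% = no-enzyme wells; nearly all actives have a fitted effect of over 60% in size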
Target sequence (O15648 whole entry, looked up): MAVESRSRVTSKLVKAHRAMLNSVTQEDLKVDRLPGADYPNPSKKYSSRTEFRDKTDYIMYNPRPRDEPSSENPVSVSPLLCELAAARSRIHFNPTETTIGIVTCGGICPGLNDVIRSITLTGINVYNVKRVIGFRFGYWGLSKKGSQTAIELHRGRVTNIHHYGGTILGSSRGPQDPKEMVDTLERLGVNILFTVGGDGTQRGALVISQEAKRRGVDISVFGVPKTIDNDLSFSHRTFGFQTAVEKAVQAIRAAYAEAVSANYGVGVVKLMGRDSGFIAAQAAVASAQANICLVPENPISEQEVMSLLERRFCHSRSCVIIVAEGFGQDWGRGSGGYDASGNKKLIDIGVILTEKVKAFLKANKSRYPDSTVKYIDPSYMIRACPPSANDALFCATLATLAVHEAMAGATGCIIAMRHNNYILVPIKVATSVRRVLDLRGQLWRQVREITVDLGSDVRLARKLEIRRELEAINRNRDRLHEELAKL
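1.25 nM PFK with 0.5 mM F6P and 0.1 mM ATP in 0.1 M TEA pH 8.0, 5 mM MgCl2, incubated 45 min at room temperature; ADP measured by ADP-Glo luminescence; compounds titrated up to 57 uM.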
Coupling enz: coupling enzyme interference in Giardia aldolase counter-screen. coupling enzyme system counterscreen, AmpLite Red fluorescence. activity change, negative = inhibition, % at 58.2 µM, hits read low. 0.67% of 290,000 active. AID 2472; in the data active means activity change below about -30%; further: on the % scale 0 is the no-effect control and ±100 the full control effect
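Final compound at 57.5 uM, incubated 10 min at RT with coupling enzyme reagent (glyceraldehyde-3-phosphate), then 20 min with substrate and AmpLite Red detection. Fluorescence read at 525/598 nm; tests interference with the coupling assay, not aldolase inhibition.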
BCR signal inh: chronic active BCR signaling inhibition; 0.05% of 340,000 active; Potency, µM (titrated, usually from 46.1 µM), inactives show at the highest dose ratio change, negative = lower green/red ratio, usual class: inhibitors; AID 493014; ABC-DLBCL IkBa-CBG/CBR reporter, luminescence ratio, 4 h; active means well fitted inhibition curve with a large enough effect in the signal ratio, with a control signal flat, not every such curve was filed as active; inconclusive means small, poorly fitted or top-dose-only effect, or effect the other way, or a change in a side signal; the % refers to the signal ratio;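 further: potency means the concentration at half of the fitted maximal effect; plate controls were basal doxycycline-induced cells for no effect and cells given 10 µM MG132 for full effect; MG132 reads +100%, hits lower the ratio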
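Doxycycline induced both beetle luciferases in TMD8 lymphoma cells; IKK-driven degradation limits the IkappaBalpha-fused green signal, while red luminescence normalises for cell number and nonspecific effects. Compounds tested up to 46 uM, 4 hrs.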
TCR activator: activators of T cell receptors. primary human leukocytes, anti-CD3, IL-2 HTRF, 48 h. Potency, µM (titrated, usually from 9.22 µM), for the others: top-dose activation of IL-2 secretion, hits mostly activators. 330,000 tested, under 10 active. AID 504894; further: % of control where 0% means no effect
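HTRF read-out of IL-2 secretion: europium cryptate donor excited at 320nm, d2 acceptor emission at 665nm. Cells were primary human leukocytes incubated 48 hr with compounds and a-CD3 beads, supplying TCR signal only.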
GALK inh: inhibitors of human galactokinase | P51570 | Purified GALK, Kinase-Glo residual ATP luminescence | Potency, µM (doses to about 57.5 µM), inactives show at the top dose activity change, negative = inhibition, actives largely listed as inhibitors | 0.007% of 270,000 active | AID 1868; further: potency means the concentration at half of the fitted maximal effect; on the % scale 0 is the no-effect control and ±100 the full control effect
Target sequence (P51570 whole entry, looked up): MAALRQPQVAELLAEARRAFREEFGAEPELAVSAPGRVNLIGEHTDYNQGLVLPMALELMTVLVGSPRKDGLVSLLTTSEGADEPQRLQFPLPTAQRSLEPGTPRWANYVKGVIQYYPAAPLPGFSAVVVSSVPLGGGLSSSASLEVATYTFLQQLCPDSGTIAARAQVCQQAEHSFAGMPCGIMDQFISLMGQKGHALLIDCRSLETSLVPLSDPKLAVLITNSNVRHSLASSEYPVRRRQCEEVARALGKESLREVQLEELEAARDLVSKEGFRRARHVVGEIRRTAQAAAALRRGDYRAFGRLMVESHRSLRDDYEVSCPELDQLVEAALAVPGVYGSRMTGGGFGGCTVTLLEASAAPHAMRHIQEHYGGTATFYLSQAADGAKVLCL
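The enzyme phosphorylates galactose (100 uM) using ATP (35 uM); inhibition is detected as higher residual ATP, quantified by bioluminescence after 1 h reaction at room temperature, pH 8.0.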
KCNH2 WT inh: blocks the wildtype human KCNH2 potassium channel; U2OS, BacMam KCNH2, thallium flux FluxOr; hits give low values; 0.37% of 340,000 active; activity change, % at 1.84 µM; Q12809;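 active means maximum activity change below -70%; inconclusive means maximum activity change between -70% and -50%; inactive means maximum activity change above -50%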; further: on the % scale 0 is the no-effect control and ±100 the full control effect
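U2OS cells were transduced with wild-type KCNH2 virus (2.03 x 10^8 / mL) for 4 h at room temperature, then cultured overnight at 37 C. Thallium flux was read with FluxOr dye. Rate constants were normalized to DMSO controls.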
MLL CXXC-DNA inh: MLL CXXC-DNA interaction inhibition. 0.037% of 290,000 active. MLL-CXXC / FITC-HOXA9 DNA fluorescence polarization. Q03164. Potency, µM (top dose mostly 115 µM), for the others: top-dose activity change, negative = inhibition, most hits filed as inhibitors; active means well fitted inhibition curve with a large enough effect in the polarisation, with a control signal flat, not every such curve was filed as active; inconclusive means small, poorly fitted or top-dose-only effect, or effect the other way, or a change in a side signal; inactive means no such curve, though single readings can be large or run the other way; the % refers to the polarisation; further: potency means the concentration at half of the fitted maximal effect
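Fluorescence polarization: 7 uM MLL-CXXC (stock) preincubated 5 min with compounds, then 50 nM fluorescein-HOX-A9 DNA (stock) added; 30 min ambient. Buffer 50 mM Tris-HCl pH 7.5, 50 mM NaCl, 1 mM DTT, 0.05% BSA.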
Giardia killer: Giardia lamblia killing; Giardia lamblia trophozoite viability; activity change, % at 7.66 µM, hits read low; 0.15% of 340,000 active; AID 540267; in the data active means activity change below about -80%; inconclusive means between about -30% and that limit;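 further: parasites exposed to compound for two days anaerobically before the ATP read; on the % scale 0 is the no-effect control and ±100 the full control effect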
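Trophozoite viability was measured as ATP-dependent luminescence, read 15-30 min after reagent addition. Before that, parasites at 100 cells/well were exposed to compounds for 48 h, anaerobically, at 37 deg C.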
Active calls of the source: *; u = inconclusive; x = no result given; & = joins results of further samples; [ ] = dose if it differs, or a comment. Unless noted, the call rests on the fitted dose curve; in most records, active means well fitted curve in the direction sought with a large enough effect; inconclusive means small, poorly fitted or top-dose-only effect, or another doubt; inactive means no such curve, though single readings can be large; an effect the other way counts as inactive or inconclusive.

SMILES | AT treatment | TSHR antagonist | Tb PFK inh | Coupling enz | BCR signal inh | TCR activator | GALK inh | KCNH2 WT inh | MLL CXXC-DNA inh | Giardia killer
CCOc1ncccc1C(=O)OCC(=O)Nc1cc(C)ccc1C | -2.6% | -3.0 | -1.7% | -0.2 | 1.6% | -6.6% | x | -2.2 | 1.8% | 1.5
Cn1c2ccccc2c2cnn(CC(=O)Nc3ccc(Cl)cc3)c(=O)c21 | 2.3% | 6.4 | -1.0% | 0.2 | 4.2% | 3.5% | 4.6% | -0.8 | 2.2% | u
Cc1ccc(CN2CCNC(=O)C2CC(=O)O)cc1 (stereo not drawn) | -7.0% | 13.7 | -3.4% | 2.9 | -3.2% | 2.2% | 4.7% | 6.2 | -5.0% | -10.1
Cc1ccc(CNC(=O)CCCC(=O)c2ccccc2)cc1 | 11.4% | 1.6 | -1.7% | 3.6 | -0.8% | 2.8% | x | 0.7 | 7.2% | -8.9
Cc1cccc(Nc2nnc(SCC(=O)N(C)C3CCS(=O)(=O)C3)s2)c1C (stereo not drawn) | 12.5% | 3.8 | -4.5% | -1.0 | -25.7% | 1.9%[46.1 µM] | 0.0% | 0.4 | 1.1% | -4.5
Cc1cc(C)cc(NC(=O)N2CCCC2C(=O)Nc2ccc(-n3cnnn3)c(C)c2)c1 (stereo not drawn) | -7.8% | -11.4 | -3.4% | -4.2 | 4.1% | 3.7% | -3.0% | -11.3 | -5.6% | 0.2
Cc1cc(C)cc(NC(=O)CSc2ccc(-c3ccccn3)nn2)c1 | 3.2% | 0.9 | -20.4% | x | u | 6.5% | -1.9% | -3.0 | -6.7% | 22.4
CC(=O)OCC(=O)[C@@]1(O)[C@H](C)C[C@H]2[C@@H]3CCC4=CC(=O)C=C[C@]4(C)[C@@]3(F)[C@@H](O)C[C@@]21C | 2.3% | -3.2 | -1.1% | 2.8 | u | 3.2% | 1.8% | -0.9 | 8.1% | -18.8
O=C(NCCN1C(=O)C2C3C=CC(C3)C2C1=O)Nc1ccccc1 (stereo not drawn) | 3.7% | 11.3 | 3.8% | 3.2 | 16.6% | 0.4% | 0.2% | 4.6 | 12.4% | -10.5
CN(C)S(=O)(=O)Nc1cc(F)cc(F)c1 | 1.4% | 12.2 | -20.5% | -1.2 | 4.5% | 2.0% | 0.2% | 1.0 | 0.2% | 11.6
CCc1nc2oc(C(=O)c3ccccc3)c(N)c2c2c1COC(C)(C)C2 | -1.6% | -3.9 | 2.7% | 0.9 | 11.9% | 1.9% | 9.9% | -2.8 | 7.7% | 4.7
CN(C)CCCNC(=S)N(Cc1cccs1)Cc1cc2cc3c(cc2[nH]c1=O)OCCO3 | 1.4% | -4.3 | -2.8% | -0.5 | -23.6% | 2.0% | -0.5% | 5.9 | -2.6% | -6.8
NN1C(=O)c2cccc3c(C(=O)O)ccc(c23)C1=O | -3.6% | -2.6 | 0.4% | 1.1 | 0.0% | -11.0%[46.1 µM] | x | 5.3 | -3.2% | -8.2
CCOc1ccc(NC(=O)COc2ccccc2C(=O)NCc2ccccc2)cc1 | 9.6% | -3.6 | 0.0% | x | u | -27.4% | x | 1.3 | x | -1.4
Cc1ccc(/C=N/Nc2ccc3ccccc3n2)o1 | 0.3% | -8.8 | -7.6% | -11.0 | u | -5.4% | 2.9% | 2.3 | u | -5.9
N#C/C(=C\c1ccc(F)cc1F)S(=O)(=O)c1ccccn1 | 5.2% | 1.3 | -2.3% | 3.9 | 3.4% | 7.1% | x | 0.1 | -21.2% | -5.5
Cn1c(=O)oc2cc(NC(=O)CCl)ccc21 | 4.5% | 0.6 | -9.3% | -2.5 | -12.4% | 7.2% | -1.4% | 2.1 | -8.7% | 7.0
CN(Cc1c(C(=O)N/N=C/c2c(F)cccc2Cl)nnn1-c1nonc1N)c1ccccc1 | -4.5% | 2.9 | -4.4% | -8.2 | u | -6.0% | 2.3% | 10.2 | 28.1% | 27.7
Oc1cccc(/C=N/Nc2cc(N3CCCC3)nc(N3CCCC3)n2)c1 | 1.2% | 8.2 | 2.9% | -32.5* | -0.5% | -5.0%[46.1 µM] | -0.4% | -9.6 | 12.5% | -4.5
COc1cccc(S(=O)(=O)N2CCN(c3ccccc3F)CC2)c1 | 5.5% | -15.0 | 7.4% | -1.6 | 8.2% | -0.5% | -4.4% | -1.9 | 10.4% | -2.4
COc1ccc(/C=C2\SC(=S)N(NS(=O)(=O)c3ccc(C)cc3)C2=O)c(OC)c1 | -40.0% | 11.8 | 5.2% | 7.1 | -1.4% | -4.2% | x | 0.1 | -0.3% | -2.3
COCC(C)n1c(C)cc(C(=O)CSc2nnc(-c3ccco3)o2)c1C (stereo not drawn) | -3.2% | -8.3 | 4.0% | x | 0.1% | 1.3% | x | 3.5 | x | -11.6
COC(=O)c1cc(C(=O)OC)n(Cc2ccc(Cl)cc2Cl)n1 | -1.7% | -17.2 | -6.5% | 0.4 | -6.4% | 2.6% | -2.2% | -10.0 | 16.6% | 2.8
Cc1cccc(C)c1NCc1n[nH]c(=S)n1-c1ccccc1 | 0.4% | -6.0 | u | -0.8 | u | -3.4% | 0.9% | -1.2 | -6.3% | 20.6
CCOc1ccc(C(=O)NCC(=O)NCCCn2nc(C)cc2C)cc1OCC | -3.7% | -1.3 | -3.0% | 2.1 | u | -6.9% | -3.2% | -14.9 | u | -15.4
CCN(CC(=O)Nc1ccc(Br)cc1)C(=O)c1nc2nc(C)cc(C)n2n1 | 2.3% | -11.2 | -1.7% | x | 9.6% | -0.4% | x | 3.0 | x | 9.9
O=C(CCNc1n[nH]c(=O)[nH]c1=O)N1CCCCC1 | 9.3% | -11.0 | 1.4% | 0.4 | -0.6% | 2.9% | 3.0% | -1.6 | -1.1% | -18.8
N#CCCCSc1nnc(Cc2ccc3c(c2)OCO3)o1 | 0.8% | 2.7 | -2.2% | 0.4 | -0.5% | -0.6%[46.1 µM] | 1.8% | -4.7 | 1.4% | 4.9
CCc1oc2ccccc2c1C(=O)c1cc(Br)c(O)c(Br)c1 | -11.7%&26.4% | -70.1* | -7.4%&-0.2% | 13.7&27.3&9.3 | u | -1.4% | -11.9%&-5.4% | -9.2 | -4.3%&3.4%&24.7% | 4.4
O=C(Nc1nnc(-c2ccccc2Cl)o1)c1ccco1 | -0.2% | 5.7 | -0.6% | 0.4 | u | -1.0% | -1.2% | -5.8 | 3.0% | 9.9
COc1ccc(NC(=O)C2CCN(C(=O)c3ccccc3)CC2)cc1OC | 0.5% | -5.6 | -2.2% | -1.6 | -0.6% | 2.9% | 2.3% | 8.2 | -1.8% | 0.8
C/C=C/c1ccc(OCCCCN2CC(C)CC(C)C2)c(OC)c1 (stereo not drawn) | -0.6% | 13.0 | -5.7% | 1.4 | u | 0.6% | 2.8% | 28.5 | 4.8% | 4.8
CC1(C)Nc2ccccc2N(CC(=O)N2CCCCC2)C1=O | 3.1% | -0.7 | 0.8% | 1.0 | -4.4% | -0.9% | 0.1% | -10.7 | -4.0% | -2.9
O=C(Nc1ccc([N+](=O)[O-])cc1)Nc1nc(-c2ccc(Cl)s2)cs1 | -5.7% | u | -4.0% | -0.2 | 12.2% | 0.3%[46.1 µM] | -3.3% | -0.9 | u | -22.6
CCCCNC(=O)CNC(=S)N(Cc1cc(OC)c(OC)c(OC)c1)C1CCCC1 | -4.8% | -6.5 | 2.8% | 0.7 | -9.9% | 0.7%[46.1 µM] | -1.2% | -2.9 | -1.0% | 3.4
Cc1cc(=O)oc2cc(OCC(=O)N3CCC(O)CC3)c(Cl)cc12 | 3.7% | -6.8 | 6.3% | x | -5.3% | -2.2% | -1.8% | 1.4 | -8.1% | -3.1
COc1cccc(/C=C2/Oc3ccccc3N(CC(=O)NCC3CCCO3)C2=O)c1 (stereo not drawn) | 3.5% | 15.1 | -2.2% | 4.2 | u | 0.1% | -4.1% | -2.1 | 33.0%[activator] | 9.0
CCOC(=O)C1=C(CSCc2ccccc2)NC(=O)NC1c1cc(C)ccc1C (stereo not drawn) | 2.5% | 1.7 | 0.5% | -1.2 | u | x | 0.2% | -3.7 | -3.4% | -2.6
COc1ccccc1OCCNC(=O)/C=C/c1ccc([N+](=O)[O-])cc1 | -15.1% | -2.7 | 3.8% | -1.3 | -0.1% | -0.2% | x | -10.6 | 11.3% | 18.2
CCCC(=O)N(CCN1CCOCC1)c1nc2c(OCC)cccc2s1 | -5.0% | -12.2 | 2.5% | 3.2 | -1.4% | -7.6% | 2.5% | -12.2 | 2.0% | -6.8
O=C(CCCSc1nc2sc3c(c2c(=O)[nH]1)CCC3)NCCCO | -7.1% | 16.7 | -2.6% | 0.8 | u | x | -0.5% | -11.6 | -5.5% | -3.0
